CaV13 FRET inh: Disruptors of the CACNA1D IQ motif to Ca2+-dependent inactivation inhibitor domain association, primary screening, Förster resonance energy transfer in intact living …; inhibition, % at 12.3 µM; HEK cells, CFP/YFP FRET ICDI-IQ, plate reader, 10 min; percent FRET-ratio fall versus neutral wells; hit rate 0.098% among 340,000;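 active = mean replicate inhibition of at least 30% and at least 1% of replicates passing that level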;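 also: 0% = median of the neutral control wells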
HTR2A ag: activates the mouse 5-HT2A serotonin receptor. P35363. CHO-K1 mHTR2A beta-arrestin complementation, luminescence; percent of 30 µM serotonin response. activation, % at 7.6 µM. hit rate 0.66% among 360,000. AID 624169;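 active = activation above a run cutoff, the mean activation of all tested compounds plus 3 SD, cut at about 14% in these data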;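 also: 0% = plate median of compound wells and 100% = 30 µM serotonin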
Target sequence (P35363 whole entry, looked up): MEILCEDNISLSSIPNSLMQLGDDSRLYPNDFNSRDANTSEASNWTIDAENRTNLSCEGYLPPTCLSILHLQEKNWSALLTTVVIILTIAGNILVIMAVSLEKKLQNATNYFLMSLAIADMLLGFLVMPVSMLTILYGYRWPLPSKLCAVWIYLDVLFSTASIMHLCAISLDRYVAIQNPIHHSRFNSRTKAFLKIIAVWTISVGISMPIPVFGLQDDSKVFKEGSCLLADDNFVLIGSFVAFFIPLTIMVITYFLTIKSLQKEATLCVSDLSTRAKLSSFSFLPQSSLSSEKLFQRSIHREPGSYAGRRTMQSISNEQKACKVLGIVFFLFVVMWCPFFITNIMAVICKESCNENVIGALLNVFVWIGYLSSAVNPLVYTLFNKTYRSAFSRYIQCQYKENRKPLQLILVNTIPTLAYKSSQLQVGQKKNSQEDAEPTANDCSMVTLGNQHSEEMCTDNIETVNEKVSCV
ABHD5 PLIN5 PPI: blocks binding of human ABHD5 to perilipin-5; inhibition, % at 4 µM; Split G. princeps luciferase complementation, luminescence, 4 h; hit rate 0.78% among 360,000; Q00G26+Q8WTS1; AID 602281;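 active = inhibition above the mean inhibition across every tested compound plus 3 SD, cut at about 22% in these data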;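 also: 0% = DMSO only wells and the 100% control is not disclosed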
MC4R antag cAMP: blocks human MC4R cAMP signaling; hit rate 0.48% among 360,000; AID 540295; inhibition, % at 6.5 µM; MC4R-expressing cells, MTII-stimulated cAMP, LANCE TR-FRET;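 active = inhibition above its plate's cutoff, the mean of tested wells on that plate plus 3 SD, cut at about 29% in these data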;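 also: 0% = Melanotan II alone and 100% = Melanotan II plus saturating MCL0020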
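Test system: U2OS cells stably expressing human melanocortin 4 receptor (MC4R); also added: Melanotan II challenge; compound: 6.5 µM single dose; timing: 30-min compound preincubation, 1-h Melanotan II challenge, 1-h detection, room temperature; signal: Eu-cAMP/anti-cAMP TR-FRET, emission 671 nm; repeats: one well per compound, no replicates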
Glyco luc inh: blocks N-linked glycosylation in D54 reporter cells; D54 ERlucT glycosylation luciferase reporter, 24 h; percent of 100 nM tunicamycin response; reporter increase, % at 12.5 µM; hit rate 0.23% among 360,000; AID 588692;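 active = mean luciferase reporter signal, scaled so untreated is 0 and the glycosylation-blocking control 100, at or above a set limit in every replicate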;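 also: luciferase carries N-glycosylation sites so blocking glycosylation raises the light; 0% = median of neutral control wells and 100% = median of 100 nM tunicamycin wells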
ABCB6 inh MLPCN: inhibitors of human ABC transporter ABCB6 | Q9NP58 | K562-ABCB6 porphyrin accumulation, flow cytometry, 1 h; active compounds read low | fluorescence ratio to DMSO, % at 10 µM | AID 602162 | hit rate 0.19% among 360,000;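 active = fluorescence ratio to DMSO below 75%, the collection mean minus 3 SD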;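 also: signal is porphyrin accumulated inside mitochondria; 100% equals median channel fluorescence of DMSO control wells; lower ratio means ABCB6 inhibition with less porphyrin fluorescence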
MC4R barr agon: human MC4R agonism via beta-arrestin; activation, % at 8.9 µM; hit rate 0.98% among 360,000; U2OS MC4R beta-arrestin complementation, luminescence; percent of melanotan II response, DMSO zero;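 active = activation above a per-plate cutoff, the mean activation of sample wells on that plate plus 3 SD, cut at about 8% in these data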
PDI inh: blocks human protein disulfide isomerase activity; P07237; PDI insulin aggregation turbidity, A650, 90 min; inhibition, % at 10 µM; hit rate 0.052% among 350,000;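 active = mean inhibition across replicates of 30% or more, whatever share of single replicates reach that level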;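 also: absorbance from insulin aggregation driven by PDI reduction with DTT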
Target sequence (P07237 whole entry, looked up): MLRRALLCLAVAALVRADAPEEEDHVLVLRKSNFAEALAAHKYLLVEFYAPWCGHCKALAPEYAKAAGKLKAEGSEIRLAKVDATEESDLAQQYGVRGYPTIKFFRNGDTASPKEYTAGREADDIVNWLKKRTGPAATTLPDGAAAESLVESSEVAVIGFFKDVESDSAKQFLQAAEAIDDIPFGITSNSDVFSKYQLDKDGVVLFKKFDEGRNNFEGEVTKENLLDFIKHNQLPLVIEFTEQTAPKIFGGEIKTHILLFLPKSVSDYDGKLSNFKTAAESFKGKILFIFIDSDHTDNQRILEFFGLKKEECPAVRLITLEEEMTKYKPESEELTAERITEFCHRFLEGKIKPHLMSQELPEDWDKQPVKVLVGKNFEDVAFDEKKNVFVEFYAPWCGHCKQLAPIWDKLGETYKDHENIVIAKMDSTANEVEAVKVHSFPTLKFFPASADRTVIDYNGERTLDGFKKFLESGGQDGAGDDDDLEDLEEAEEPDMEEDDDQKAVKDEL
Granule exo inh: blocks lytic granule exocytosis; TALL-104 LAMP-1 surface exposure, flow cytometry; cells stimulated with thapsigargin and PMA; inhibition, % at 10 µM; hit rate 0.66% among 360,000; AID 651702;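 active = inhibition above about 55%, limit read from the data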
Cardio protect: protects H9c2 cardiomyocytes from peroxide injury. H2O2 injury protection, ATPLite, 2 h. protection from H2O2 cell death, % at 20 µM. hit rate 0.63% among 360,000. AID 588492;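 active = compounds giving at least 50% protection of heart cells from peroxide-induced death in the single-dose screen, raw or plate-pattern-corrected value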;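 also: 0% = DMSO wells with peroxide and 100% = DMSO wells without peroxide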
Starred values were filed as active, the others as inactive; . = no result given.

Sample of the layout:
SMILES	CaV13 FRET inh	HTR2A ag	ABHD5 PLIN5 PPI	MC4R antag cAMP	Glyco luc inh	ABCB6 inh MLPCN	MC4R barr agon	PDI inh	Granule exo inh	Cardio protect
C=CCc1cccc(/C=N/NC(=O)C(C)Nc2ccc(C)cc2)c1O (centres undefined)	-15	-5	7	-2	-7	106	5.9	-5	0	42
CC(C)=CC(=O)O[C@H]1[C@@H]2[C@H](C)C(=O)O[C@@H]2C[C@@H](C)[C@@H]2[C@@H](O)CC(=O)[C@]21C	-10	-3	-4	9	1	96	-1.2	-1	-3	8
O=C(COC(=O)c1ccccc1OC(F)F)Nc1ccc(N2CCCCC2)cc1	-4	0	-4	-2	1	106	11*	1	-6	-3

The listing (from the top)
SMILES	CaV13 FRET inh	HTR2A ag	ABHD5 PLIN5 PPI	MC4R antag cAMP	Glyco luc inh	ABCB6 inh MLPCN	MC4R barr agon	PDI inh	Granule exo inh	Cardio protect
C=CCc1cccc(/C=N/NC(=O)C(C)Nc2ccc(C)cc2)c1O (centres undefined)	-15	-5	7	-2	-7	106	5.9	-5	0	42
CC(C)=CC(=O)O[C@H]1[C@@H]2[C@H](C)C(=O)O[C@@H]2C[C@@H](C)[C@@H]2[C@@H](O)CC(=O)[C@]21C	-10	-3	-4	9	1	96	-1.2	-1	-3	8
O=C(COC(=O)c1ccccc1OC(F)F)Nc1ccc(N2CCCCC2)cc1	-4	0	-4	-2	1	106	11*	1	-6	-3
O=C(Cn1cc([N+](=O)[O-])ccc1=O)NCc1ccc(Cl)cc1Cl	.	-6	2	-6	2	97	-3.6	-5	6	3
COc1ccc(NC(=O)COC(=O)c2cccn2C)cc1S(=O)(=O)N1CCCCC1	-11	-3	7	4	0	99	0.7	3	-5	-4
CC(=O)c1cccc(NC(=S)NCCc2ccc(Cl)cc2)c1	2	-6	-6	3	-3	94	-0.1	-4	-1	-9
CC(C)n1nnnc1SCC(=O)N1N=C(c2cccs2)CC1c1cccs1 (centres undefined)	-15	-8	5	0	-3	97	-0.9	-3	-1	2
COC(=O)C1CCCN1C(=O)c1cccs1 (centres undefined)	-6	-4	11	0	1	92	0.7	-6	-2	1
C[C@H]1CN([C@@H](C)CO)C(=O)c2cccc(NC(=O)Nc3ccc(C(F)(F)F)cc3)c2O[C@@H]1CN(C)C(=O)Nc1ccc(F)cc1	-10	-10	10	18	-6	92	-0.8	-6	-1	36
O=S(=O)(Nc1ccc2nc(-c3ccco3)[nH]c2c1)c1ccccc1	-3	-8	-1	1	-1	98	-2.0	-3	2	-8
COc1ccccc1OCCn1c(C(C)O)nc2ccccc21 (centres undefined)	-3	0	-5	-2	0	101	-1.4	4	8	2
O=C(CCNC(=O)c1ccc(Br)cc1)Nc1ccccc1N1CCOCC1	-3	-2	13	7	3	101	0.6	6	-16	3
Cc1cccc(-n2c(-c3csc(C)c3C)n[nH]c2=S)c1	-17	4	-7	20	3	97	1.2	-3	-4	-1
COc1ccccc1C(=O)NC(CCSC)C(=O)N1CCN(C(C)=O)CC1 (centres undefined)	-6	-3	-7	7	0	97	-2.2	1	-4	-1
O=C(NCc1csc(-c2cccs2)n1)Nc1cccc(Cl)c1	-14	-2	-5	0	0	102	9.8*	3	0	-4
Cc1cccc(C(=O)NCCc2csc(C)n2)c1	-7	-3	5	1	-1	78	1.5	.	8	-3
CN[C@@H](CO)C(=O)NC[C@H]1O[C@@H](n2cnc3c(N)ncnc32)[C@H](O)[C@@H]1O	-6	6	-2	.	1	97	.	.	6	6
COC(=O)[C@@H](NC(=O)NCc1ccccc1Cl)C(C)C	.	3	1	-4	-1	99	-2.5	-4	0	0
O=S(=O)(Nc1nc(SCc2ccc(Cl)cc2)n[nH]1)c1ccccc1	-6	-3	2	5	-1	96	2.1	3	7	-3
O=C(CC1SC(N2CCOCC2)=NC1=O)Nc1ccc(Cl)cc1 (centres undefined)	-6	-12	-2	6	-3	95	-3.7	1	2	0
Cc1nn(CC(=O)N2CCN(C)CC2)c(=O)c2ccccc12	4	1	-2	7	0	100	-2.5	10	1	2
CCOC(=O)N1CCN(C(=O)C2CCN(C(=O)c3ccc(C(C)(C)C)cc3)CC2)CC1	-6	0	0	-6	2	102	-1.0	-6	6	3
Cc1occc(=O)c1O	-5	-2	0	9	0	98	-0.1	-4	-3	-2
Cn1c(=O)[nH]c(=O)c2c1nc1n2CC(O)CN1c1ccccc1 (centres undefined)	-4	-7	7	5	1	95	-1.8	5	3	4
c1ccc(C(c2c[nH]c3ccccc23)c2c[nH]c3ccccc23)nc1	.	-5	6	-5	-4	94	5.5	3	1	-15
O=C(Nc1cccc(Cl)c1)c1cc(S(=O)(=O)N2CCCCC2)c[nH]1	-5	3	0	5	3	97	0.0	-1	2	-12
COCCN(Cc1cn(C)nc1-c1ccccc1F)C(C)C	0	2	-1	-2	1	100	3.0	4	0	-1
C=CCOc1ccc(C(=O)CC)cc1OC	-7	-9	-9	-3	0	101	-0.3	0	0	4
CC(C)n1cc(/C=C2\NC(=O)N(c3cccc(Cl)c3)C2=O)c2ccccc21	-6	-2	-2	6	5	103	-1.1	10	1	-2
Cc1ccccc1CSc1nnc(-c2ccccn2)n1N	-5	-7	1	-7	3	100	0.2	-3	-1	7
O=[N+]([O-])c1cn(Cc2ccc(Cl)cc2)cn1	.	1	-1	-1	2	102	1.1	-15	-5	2
COc1cc(SC)ccc1C(=O)N(C)Cc1ccccc1	-5	2	-4	3	-2	102	1.0	-6	1	13
Cc1ccsc1C(=O)N1CCCC(C)(C(=O)O)C1 (centres undefined)	-13	15*	4	6	2	95	-0.3	3	-10	5
Cc1c(C(=O)NCc2ccc(S(N)(=O)=O)cc2)oc2ccc(Cl)cc12	-4	2	3	-6	-8	99	8.0	-12	-1	-11
C/C(=N/NC(=O)c1cccs1)c1ccc(N2CCOCC2)cc1	-5	-2	-8	4	-2	103	-0.1	-2	0	-1
CCCCOC(=O)n1c(SCC(=O)N(C)C)nc2ccccc21	-9	1	3	-6	-3	94	-0.1	-1	2	8
CC(NS(=O)(=O)c1ccccc1)C1COc2ccccc2O1 (centres undefined)	0	0	-5	8	1	99	1.0	-11	5	1
COc1ccc2nc3n(c(=O)c2c1)-c1cc2ccccc2cc1C(=O)NC3Cc1ccc(O)cc1 (centres undefined)	-11	-5	1	18	19	100	0.2	22	1	19
COc1cccc(-c2nn(-c3ccccc3)cc2CN(C)C(C)c2ccon2)c1 (centres undefined)	-4	-3	-4	9	-2	96	-1.4	8	0	10
COc1ccc(NC(=O)CSc2nccn2-c2cccc(OC)c2)cc1	.	-2	2	7	0	90	-1.4	8	0	5
Cc1cc(N/N=C/c2ccccc2Cl)nc(NCc2ccccc2)n1	-5	-7	-12	7	-3	95	0.1	-3	11	-16
O=C(Nc1nnc(-c2ccccc2)o1)C1CCCCC1	-5	7	6	10	1	99	0.5	21	3	1
CC(O)CSc1nc2c(c(=O)[nH]c(=O)n2C)n1CC(O)COc1ccccc1 (centres undefined)	-1	0	-11	-2	2	97	-2.0	-9	0	12
Cc1cccc(NC(=O)CN2CCOCC2)c1C	-5	5	0	-3	1	96	0.2	-11	-2	0
Nc1nc(COc2ccc(F)cc2Cl)nc(N2CCCCC2)n1	-7	-2	0	-4	-1	89	0.8	5	2	-6
COCCNC(=O)C1CCCN(C(=O)c2cccnc2Oc2ccccc2)CC1 (centres undefined)	-5	6	-1	4	1	99	-0.3	21	-6	0
CC(=O)N(Nc1ccccc1)c1ccccc1	-1	6	-4	19	1	101	1.6	16	1	-2
Cc1ccc(NC(=O)c2ccc(-n3cccn3)c([N+](=O)[O-])c2)cc1	-5	-4	-3	-3	3	85	-1.8	-1	6	-4
Cc1ccc(C(O)P(=O)(OCCC(C)C)c2ccc(N(C)C)cc2)cc1 (centres undefined)	-4	-3	-3	15	-3	96	5.8	4	60*	-4
O=C1C(=Cc2ccc(Cl)cc2)CCc2ccccc21	-10	-5	10	.	-10	94	.	.	0	-18
CCN(CC)C(=O)Cn1c(=O)n(C)c2ccccc21	-3	-4	9	3	1	95	-0.7	-8	2	-7
CCN(CC)C(=O)C1c2ccccc2Oc2ccccc21	-1	-1	5	2	-1	129	1.6	-2	4	3
CCCCN1C(=S)NC[C@@H]1Cc1ccccc1	-12	-5	-3	15	1	101	-0.1	12	-2	-8
COc1ccc(/C=C/C(=O)OCC(=O)Nc2ccc3c(c2)OCO3)cc1	-5	0	-14	-1	2	95	-0.2	-6	-6	-5
COc1cc(/C=C2/CC/C(=C/c3ccc(O)c(OC)c3)C2=O)ccc1O	-14	-2	24*	-12	15	172	55*	0	86*	70*
Cc1ccc(NC(=S)NC(=O)C2CCCCC2)c(Br)c1	-9	2	-21	3	-4	101	5.2	7	-2	-13
CCOc1cc(/C=C/C(=O)N(CC)CC(=O)NCc2cccs2)cc(Cl)c1OC	-6	-3	-4	14	-1	96	0.6	1	-9	3
COC(=O)C(NS(=O)(=O)c1ccccc1Cl)c1ccccc1 (centres undefined)	-5	-2	-6	23	1	109	2.1	24	-3	-1
Cc1c(C(=O)O)nnn1-c1ccccc1	.	2	2	-4	0	102	0.2	14	10	13
CC12CCC(=O)C=C1CCC1C2C(O)CC2(C)C1CCC2(O)C(=O)CO (centres undefined)	-5	3	1	-1	4	96	-0.9	-9	-1	14

Additional structures follow.
SMILES	CaV13 FRET inh	HTR2A ag	ABHD5 PLIN5 PPI	MC4R antag cAMP	Glyco luc inh	ABCB6 inh MLPCN	MC4R barr agon	PDI inh	Granule exo inh	Cardio protect
Cc1ccccc1-c1nc2c3ccccc3nc(=S)n2[nH]1	-16	5	9	11	1	95	0.6	0	2	7
CSCCC1NC(=O)N(CC(=O)Nc2ccc(Cl)c(S(=O)(=O)N3CCOCC3)c2)C1=O (centres undefined)	-15	8	10	4	4	98	-1.6	-1	-2	-1
CSc1ccccc1N=Cc1nc(-c2ccccc2)oc1O	-6	-3	-4	5	0	127	1.6	2	-5	9
COC(=O)c1cccc(C(=O)N2CCCC(CCC(=O)N(C)CCc3ccccn3)C2)c1 (centres undefined)	-5	0	4	0	2	98	-1.3	2	10	4
CSc1ccc(CNc2nnnn2C)cc1	-18	1	6	23	7	102	-1.5	-6	2	-6
COc1ccc(C(NCC(=O)NC(C)c2ccc(Cl)cc2)c2ccccc2)cc1 (centres undefined)	-5	-2	7	4	-4	100	0.1	5	27	6
Cn1c(SCc2ccccc2C#N)nc2ccccc2c1=O	-2	-6	3	10	-3	113	1.7	-8	-2	-5
CC1CN(S(=O)(=O)c2ccc(C(=O)Nc3ccc(S(=O)(=O)Nc4nccs4)cc3)cc2)CC(C)O1 (centres undefined)	-3	1	-10	12	1	101	-1.2	-2	-3	3
CCOc1cc(C(=O)Nc2cc(OC)cc(OC)c2)ccc1OCC(=O)N1CCOCC1	-2	-15	0	15	0	95	5.6	1	-2	7
Nc1cccc2[nH]c(C(F)(F)F)nc12	.	0	4	20	-1	103	-4.1	-1	1	-3
CCOC(=O)CSC(=S)NC(=O)c1ccc(OC)cc1	-3	1	-5	10	8	97	2.2	2	8	8
O=C1C(SC(F)(F)C(F)F)=C(C(F)(F)F)OC2C3C=CC(C3)C12 (centres undefined)	.	1	-2	15	0	107	0.8	2	-2	-14

From PubChem
